M18AAP inhibitor = PfM18AAP inhibitors, malaria aminopeptidase, primary screen, biochemical, QFRET, recombinant enzyme | M18 aspartyl aminopeptidase (Plasmodium falciparum 3D7) | H-Glu-NHMec fluorogenic cleavage | inhibition, % at 7.35 µM | hit rate 1.2% among 290,000 | AID 1822, 2009;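 active = inhibition above the campaign mean inhibition over all tested compounds plus 3 SD, cut at about 28% in these data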;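 also: 0% = plate median of test compound wells and 100% = 2 mM ZnCl2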
UBC9 SUMO inh = inhibitors of in vitro SUMOylation cascade, primary screen, biochemical, HTRF, uHTS; SUMO-conjugating enzyme UBC9 (Homo sapiens), P63279; HTRF SUMOylation assay, SAE1/SAE2 + UBC9; inhibition, % at 35 µM; hit rate 0.36% among 290,000; AID 2006, 2009; in the data active = inhibition above about 50%, passing the limit was not always enough; also: strong numbers were not always called active
Target sequence (P63279 whole entry, looked up): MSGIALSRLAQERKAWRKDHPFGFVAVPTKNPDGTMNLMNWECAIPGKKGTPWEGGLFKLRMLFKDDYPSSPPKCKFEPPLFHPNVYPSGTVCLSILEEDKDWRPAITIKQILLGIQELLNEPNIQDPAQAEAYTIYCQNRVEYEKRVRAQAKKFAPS
IMP-1 inh = IMP-1 metallo-beta-lactamase inhibitors, primary screen, biochemical, epi-absorbance readout, Pseudomonas aeruginosa enzyme; inhibition, % at 5.6 µM; metallo-beta-lactamase IMP-1 (Pseudomonas aeruginosa); hit rate 0.45% among 290,000; purified IMP-1, nitrocefin hydrolysis, epi-absorbance fluorescence;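 active = inhibition above the mean plus 3 SD of all compounds in the same screening run, cut at about 4.5% in these data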;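 also: 0% = IMP-1 with DMSO and 100% = DMSO wells lacking enzyme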
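System: purified IMP-1 / Input: IMP-1 dispensed at 0.2 nM / Medium: 50 mM HEPES pH 7.1, 50 µM ZnSO4, 0.05% Brij 35 / Timing: 15 min enzyme–compound preincubation, then 25 min nitrocefin reaction, 25 °C / Technique: plate fluorescence quenching by hydrolysis product, ex 480/em 530 nm / Repeats: singlicate testing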
VIM-2 inh = VIM-2 metallo-beta-lactamase inhibitors, primary screen, biochemical, epi-absorbance readout, Pseudomonas aeruginosa enzyme. inhibition, % at 5.6 µM. purified VIM-2, nitrocefin hydrolysis, epi-absorbance fluorescence. hit rate 0.89% among 290,000;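 active = inhibition above the mean of all tested compounds plus 3 SD, cutoff set per screening run, cut at about 7.5% in these data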;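 also: red hydrolysis product quenches plate fluorescence so inhibitors raise well fluorescence; 0% = enzyme with DMSO and 100% = DMSO without enzyme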
IDE cell inh = human IDE inhibitors in live cells, primary screen, fluorescence polarization, HEK cells, FAbetaB substrate. Insulin-degrading enzyme (Homo sapiens), P14735. FAbetaB cleavage. inhibition, % at 5.59 µM. hit rate 0.41% among 320,000. AID 434962, 2010;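 active = percent inhibition above the average of all tested compounds plus 3 SD, set per screening campaign, cut at about 16% in these data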;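 also: IDE supplied by intact live HEK cells; FP after avidin binding of uncleaved biotin substrate so inhibition keeps polarization high; 0% = DMSO wells and 100% = 60 µM reference IDE inhibitor Ii1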
DNA FID counter = compounds displacing fluorescent DNA intercalator, primary screen, artefact control for HCV NS3 helicase inhibitor project, biochemical, FID fluorescence | DNA fluorescent intercalator displacement | inhibition, % at 7.9 µM | hit rate 0.17% among 290,000 | AID 1845, 2009; in the data active = inhibition above about 37%;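 also: 0% = vehicle and 100% = reference compound; higher means more ethidium bromide displaced from hairpin DNA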
p-CIP stab down = p/CIP-EGFP fusion destabilizers, primary screen, fluorescence, F442A cells. Q05BA5. 16 h. decrease of EGFP signal, % at 10 µM. hit rate 0.01% among 290,000;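 active = EGFP signal decrease of at least 30% at 10 µM or well 3 SD below plate mean, unless failing retest; inactive = the rest, including hits failing retest or dose response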; also: some compounds called inactive have numbers as strong as hits; many of its hits are not listed in these tables
IDE act = human IDE activators in live cells, primary screen, fluorescence polarization, HEK cells, FAbeta-B substrate | hit rate 0.073% among 340,000 | activation, % at 5.96 µM | Insulin-degrading enzyme (Homo sapiens), P14735 | FAbeta-B cleavage; 0% vehicle, 100% cell-free pure enzyme wells | AID 493087, 2011;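 active = activation above the mean of all tested compounds plus 3 SD, set per screening campaign, cut at about 17% in these data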
HCV NS3 hel inh = inhibitors of HCV NS3 helicase, primary screen, biochemical, Cy5 molecular beacon fluorescence; NS3 helicase DNA unwinding; inhibition, % at 10.9 µM; hit rate 0.56% among 290,000; AID 1800, 2009;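 active = inhibition above the mean of all tested compounds plus 3 SD, set per campaign, cut at about 35% in these data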;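 also: 0% = DMSO wells and 100% = thioflavine S control wells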
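assay system = NS3 helicase fragment of HCV | buffer or medium = MOPS pH 6.5, MgCl2, DTT, Tween20, BSA | timing = 60 min unwinding reaction at 25 °C after ATP addition | signal = Cy5 beacon fluorescence read at start and 1 h | read-out basis = % inhibition of unwinding | control set = low DMSO, high thioflavine S at 110 µM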
* marks the source's active call; other numbers are inactive results; / = no result given.

molecule	M18AAP inhibitor	UBC9 SUMO inh	IMP-1 inh	VIM-2 inh	IDE cell inh	DNA FID counter	p-CIP stab down	IDE act	HCV NS3 hel inh
Cc1ccc(-c2csc3nc4c5ccccc5c(NCCCN5CCOCC5)nn4c(=O)c23)cc1	-2	6	-2.8	-2.8	3	0	-7	/	-28
O=C(O)CCC(=O)Nc1ccc(Sc2ccc([N+](=O)[O-])cc2)cc1	-3	-2	-1.4	-2.5	3	-21	13	4	11
CCc1nnc(NC(=O)c2sc3nc(C)cc(COC)c3c2N)s1	7	24	-1.5	-0.7	7	-16	-2	0	6
COc1ccc(-c2cc(-c3ccccc3)c(C#N)c(SCC(=O)Nc3ncc(C)s3)n2)cc1	0	4	-2.1	-1.1	-3	2	-13	1	4
COc1ccc(CC(=O)Nc2ccc(S(=O)(=O)N(C)C)cc2)cc1OC	7	-18	-3.2	-1.6	0	-6	2	-2	3
O=C(Nc1ccc(C(=O)N2CCCC2)cc1)c1ccccc1[N+](=O)[O-]	0	8	-1.1	1.1	-1	-2	5	5	8
Cc1cc(N/N=C/c2ccc(O)cc2O)nc(-n2nc(C)cc2C)n1	51*	4	-2.9	-2.1	4	-5	0	1	-16
O=C(NCC1CCCO1)/C(=C\c1ccccc1)NC(=O)c1ccccc1 (stereo unspecified)	4	10	-2.4	-3.4	-3	3	-8	5	4
COc1ccc(/C=N/Nc2nc(C)cc(-c3ccccc3)n2)c(OC)c1	-1	-8	-3.0	-1.9	1	-23	-9	2	-18
COc1cc(OC)cc(C(=O)Nc2nnc(NC(=S)Nc3ccccc3)s2)c1	7	3	-4.9	-3.4	3	-4	-1	2	8
CC(C)=C1C2CCC1C(C(=O)Nc1sc(C)c(-c3ccc(C(C)C)cc3)c1C(N)=O)C2C(=O)O (stereo unspecified)	-2	-15	-1.2	-1.5	-4	-16	15	0	-7
CC(=O)c1ccc(NC(=O)CCc2nnc3ccc(N4CCC5(CC4)OCCO5)nn23)cc1	3	5	-2.2	-2.4	-1	-36	-9	8	2
CC(=O)C1(C)N(O)C(C)(C)C(c2ccco2)=[N+]1[O-] (stereo unspecified)	8	-5	-4.6	-2.5	-2	-1	-6	6	4
Cc1ccc2[nH]c(C(=O)N3CCCCC3)cc2c1	-1	10	-3.5	-0.9	4	-15	-3	-4	-5
CCC(C)NC(=O)CSc1nc2ccc(N3CCOCC3)cc2c(=O)n1CCc1ccccc1 (stereo unspecified)	2	8	-2.5	-2.2	1	-9	-8	/	8

Carrying on.
molecule	M18AAP inhibitor	UBC9 SUMO inh	IMP-1 inh	VIM-2 inh	IDE cell inh	DNA FID counter	p-CIP stab down	IDE act	HCV NS3 hel inh
COc1ccc(CNC(=O)Nc2cccc(C(F)(F)F)c2)cc1OC	-1	8	-1.7	-1.8	0	-5	-10	3	-1
COc1ccc(C(=O)N2CCC(n3nnc4cc(F)ccc43)CC2)cc1OC	4	18	0.1	1.6	-1	-20	-6	3	3
Cc1ccc(Oc2ncccc2N)c2c1CCC2	2	8	1.7	2.4	0	4	1	6	-1
O=C1NC(=S)/C(=C\c2ccc(-c3ccccc3Cl)o2)S1	12	24	0.7	4.5	2	-15	-4	5	34
CCOC(=O)C1(Cc2ccccc2C)CCCN(C(=O)CN2C(=O)CSC2=O)C1 (stereo unspecified)	1	8	1.8	-2.4	4	-43	-12	-1	2
CNC(=O)/C(C#N)=C/c1c(N(Cc2ccccc2)Cc2ccccc2)nc2c(C)cccn2c1=O	2	-21	-2.3	-2.8	-3	-42	-1	-3	-2
CCc1ccccc1NC(=O)c1cccc(Oc2ccc([N+](=O)[O-])cc2Cl)c1	3	-24	-1.5	-1.7	1	1	8	6	-2
COCCNC(=O)C(c1ccc(O)cc1)N(Cc1ccco1)C(=O)CCC(=O)Nc1ccccn1 (stereo unspecified)	1	7	-3.5	-3.9	5	-29	-7	-2	12
COC(=O)C1=C(C(=O)OC)[C@@H]2N(Cc3ccccc3)c3ccccc3[C@@]23C[C@@H](C(=O)OC)N(C(=O)c2cccs2)C3=N1	/	8	/	/	6	/	-2	6	/
COc1cc(/C=N/O)cc(Br)c1OS(=O)(=O)c1ccc(C)cc1	-7	-9	-1.7	-4.8	2	-6	-15	-1	-20
CC(=O)Nc1ccc(Oc2ccc(-c3noc(C)n3)cc2)cc1	2	15	-5.1	-4.3	8	-10	-7	4	-1
CCCn1c(SCC(=O)N2CCc3ccccc32)nnc1-c1ccncc1	-6	2	-2.4	0.3	/	-26	-20	/	1
CN(CC(=O)Nc1n[nH]c(=S)s1)S(=O)(=O)c1cccc2cccnc12	51*	-3	-3.4	-4.7	6	-8	-2	-12	18
Cc1ccc(CNC(=O)CSc2nc3n[nH]c(C)c3c(=N)n2-c2cccc(C)c2)cc1	-6	21	-2.9	-1.6	0	-20	-3	-4	-9
CCC1=NN2C(=N)/C(=C\c3ccc(OCc4cc(=O)n5nc(CC)sc5n4)c(OC)c3)C(=O)N=C2S1	0	7	-3.1	-1.6	/	-17	1	8	12

(continued)
molecule	M18AAP inhibitor	UBC9 SUMO inh	IMP-1 inh	VIM-2 inh	IDE cell inh	DNA FID counter	p-CIP stab down	IDE act	HCV NS3 hel inh
CCC(NS(=O)(=O)c1ccc(C)cc1)C(=O)Nc1ccc(NC(C)=O)cc1 (stereo unspecified)	-1	4	-5.9	-1.9	3	-4	-4	7	3
CC(C)N1CCC(N2CCN(Cc3nc4ccccc4s3)CC2CCO)CC1 (stereo unspecified)	1	15	-2.2	-2.0	-1	7	4	1	-8
COc1ccccc1CN(Cc1nc2ccccc2c(=O)[nH]1)S(=O)(=O)c1ccc(C)cc1	5	-2	2.5	-1.0	-2	1	-6	2	-4
CCOC(=O)c1c(N)sc2c1CCC(CC)C2 (stereo unspecified)	11	8	-3.2	-4.4	-1	-7	3	5	4
CC(=O)Nc1ccc(S(=O)(=O)N2CC3(C)CC2CC(C)(C)C3)cc1 (stereo unspecified)	2	5	-1.9	-2.8	-2	-21	-10	3	0
CCC(C)[C@H](NC(=O)N1CC(=O)Nc2ccccc21)C(=O)N1CCC[C@@H]1C(=O)O (stereo partly specified)	5	-2	-3.3	-3.0	3	-12	-3	5	-3
CCS(=O)(=O)CCSC(=N)N	-1	4	-3.4	-2.4	-4	5	-4	8	1
COc1ccc(NC(=O)C2CCN(C(=O)c3cccs3)CC2)cc1	2	14	-2.1	-2.2	-1	-4	-14	2	5
CCOc1cc(N2CCOCC2)c(OCC)cc1NC(=O)COC(=O)CCc1c[nH]c2ccccc12	-4	-16	-2.5	2.8	-8	-16	-3	2	8
CC1CN(C(=O)/C(C#N)=C2\N=C(NC(=O)c3ccccc3Cl)c3ccccc32)CC(C)O1 (stereo unspecified)	-6	19	-2.6	-2.2	/	2	-14	/	11
CCOC(=O)c1ccc(N=C2S/C(=C\c3cc(C)n(-c4cccnc4)c3C)C(=O)N2C)cc1	1	2	0.4	5.5	5	-4	-14	2	10
Cc1ccc(Cn2ccnc2C(=O)Nc2ccccc2)cc1	2	-3	-1.8	-3.2	2	-15	-4	7	-1
Cc1[nH]c(=S)[nH]c(=O)c1CCOc1ccccc1	7	5	-2.2	-1.9	-4	-2	4	6	0
Cc1ccc(NC(=O)c2cc(-c3ccccc3)nn2-c2ccccc2)c(Br)c1	-8	5	0.6	-2.4	-4	0	0	-1	3
O=[N+]([O-])c1ccc(OCc2cnc(Cl)s2)cc1	8	-1	-1.6	-3.3	/	0	-10	-2	-5

(continued)
molecule	M18AAP inhibitor	UBC9 SUMO inh	IMP-1 inh	VIM-2 inh	IDE cell inh	DNA FID counter	p-CIP stab down	IDE act	HCV NS3 hel inh
CCCOc1ccc2[nH]c(C(=O)N/N=C/c3cc(OC)c(OC)c(OC)c3)cc2c1	-3	-20	-1.8	-0.8	1	-17	-5	-2	-10
NCCCC[C@H](N)c1nnc([C@H](CCC(=O)O)NC(=O)C2CCNCC2)o1	-2	16	-3.1	-3.9	1	3	6	-2	-6
O=C(O)CCn1nnc(-c2ccccc2)n1	4	2	-5.0	-4.2	-2	5	7	/	-10
COc1cccc(C2C(C#N)=C(N)OC3=C2C(=O)CC(c2ccco2)C3)c1OCc1ccc(F)cc1 (stereo unspecified)	35*	-9	3.2	0.8	-2	-26	-16	3	39*
COc1ccc(NC(=O)CSc2nc3ccsc3c(=O)n2CCC(=O)O)c(OC)c1	-7	15	-2.6	-2.8	3	-57	-10	2	3
CCOc1ccc(-n2cc(C(=O)N3CCCCCC3)c3cc(OC)c(OC)cc3c2=O)cc1	-6	7	-2.2	-1.9	0	-18	-6	-2	-5
O=C(/C=C/c1ccc(-c2ccccc2[N+](=O)[O-])o1)c1ccco1	19	29	0.9	-2.2	3	-9	-8	1	24
CC(C)N(C)CCOC(=O)c1ccccc1Br	-15	-3	-3.2	-1.8	-8	3	-4	-3	-5
Oc1ccccc1/C=N/Nc1nn[nH]n1	10	7	-3.5	-5.0	-3	-6	-11	3	8
C/C(CCc1oc2ccc(Br)cc2c1-c1ccc(C)o1)=N/O	-40	-14	-1.5	-3.7	1	-4	-12	2	-6
COc1ccc(CNC(=O)C2CC(=O)N(c3ccc(OCC(=O)N4C(C)CCCC4C)cc3)C2)cc1 (stereo unspecified)	6	3	-3.0	-2.8	-7	-45	-6	-1	4
COc1ccc(OC)c(S(=O)(=O)NC2CCSc3ccccc32)c1 (stereo unspecified)	1	-2	-3.9	-3.4	-1	-25	-7	0	-14
COc1ccc(CNC(=O)C2CC(=O)N(C3CCCC3)C2)cc1 (stereo unspecified)	-2	3	-1.3	-3.2	-2	-6	-3	2	-1
Cc1cccc(C=Nc2ccccc2C(N)=O)c1	8	18	-4.7	-0.9	-5	-2	-2	-3	1
COc1ccc(-c2nnn(CC(=O)N3CCOCC3)n2)cc1	4	0	-3.4	-5.0	6	-1	2	1	2

Next part
molecule	M18AAP inhibitor	UBC9 SUMO inh	IMP-1 inh	VIM-2 inh	IDE cell inh	DNA FID counter	p-CIP stab down	IDE act	HCV NS3 hel inh
CC(=O)c1c(C)n(-c2cccc(Cl)c2)c2ccc(O)cc12	4	-4	-1.2	-0.4	2	-23	1	3	2
COc1cccc(CNC(=O)CCC2CCCN(Cc3ccc(OC(F)F)cc3)C2)c1 (stereo unspecified)	-5	-9	-2.2	-3.0	-7	10	3	3	-8
COC(=O)c1ccccc1NC(=O)c1ccnn1C	0	12	0.2	4.7	5	-8	-1	3	7
O=C(NC(=S)NNC(=O)c1ccccc1O)c1cccc([N+](=O)[O-])c1	18	-22	-0.9	-2.5	-4	-3	2	-1	12
N#Cc1c2c(c(-c3ccco3)[nH]c1=O)CCCC2	9	16	-3.5	-1.1	7	6	-16	0	10

Compound activity from PubChem.
